KB-V1 MDR tox – KB-V1 MDR subline cytotoxicity. Potency, µM (doses to about 46.1 µM), without a hit: top-dose activity change, negative = cytotoxicity, hits mostly cytotoxic. 400,000 compounds, 3.4% hits. KB-V1 MDR cells viability, CellTiter-Glo, 72 h; note: potency is the fitted concentration of half-maximal effect; % is set by controls: 0 for no effect and ±100 for the full control effect; nearly all actives have a fitted effect of over 60% in size
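KB-V1 MDR subline cells in DMEM (phenol-red free, 10% FBS) exposed to compounds in qHTS concentration series for 72 h at 37 degrees C. Viability read by CellTiter-Glo luminescence; concentration-effect curves fitted after normalization and correction.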
KB-3-1 tox – kills parental KB-3-1 adenocarcinoma cells; 400,000 compounds, 1.4% hits; Potency, µM (series often up to 46.1 µM), for the others: at the highest dose activity change, negative = cytotoxic, actives largely listed as cytotoxic; KB-3-1 viability, CellTiter-Glo ATP luminescence, 72 h; note: potency is the fitted concentration of half-maximal effect; % is set by controls: 0 for no effect and ±100 for the full control effect; nearly all actives have a fitted effect of over 60% in size
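Cells are dispensed, compounds pinned in, plates held at 37 °C for 72 h, then CellTiter-Glo is added and luminescence read after 10 minutes. Cell line: parental KB-3-1 in phenol-red-free DMEM, 10% FBS.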
D3 ag – activates the human D3 dopamine receptor; P35462; D3R DiscoveRx beta-arrestin cells, luminescence, 90 min; 410,000 compounds, 0.58% hits; AID 652048; max activation, %; in the data active = max activation above about 30%; note: 0% is about no effect; mostly tested at two doses, the higher about 12 µM
Target sequence (P35462 whole entry, looked up): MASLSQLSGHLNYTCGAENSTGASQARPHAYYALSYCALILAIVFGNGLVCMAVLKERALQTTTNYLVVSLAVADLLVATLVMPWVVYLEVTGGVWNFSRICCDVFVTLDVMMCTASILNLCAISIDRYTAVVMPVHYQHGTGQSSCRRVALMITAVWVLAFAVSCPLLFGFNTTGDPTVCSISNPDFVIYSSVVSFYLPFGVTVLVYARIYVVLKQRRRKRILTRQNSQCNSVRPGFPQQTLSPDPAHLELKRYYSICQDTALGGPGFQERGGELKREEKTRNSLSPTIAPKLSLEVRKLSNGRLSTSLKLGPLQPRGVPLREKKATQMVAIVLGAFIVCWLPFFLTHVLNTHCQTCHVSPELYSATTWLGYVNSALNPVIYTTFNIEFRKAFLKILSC
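Agonist-mode cell screen: cells plated at 1500/well and incubated overnight at 37 °C, then exposed to library compounds for 90 min at 37 °C. Detection reagent was added for 30–60 min at room temperature, and luminescence was read.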
* hit, by the source's call; ? = inconclusive. Unless noted, calls come from the whole dose curve; as a rule, active = well fitted cell-killing curve with a large enough effect; inconclusive = small, poorly fitted or top-dose-only effect, or effect the other way; inactive = flat fitted curve, though single readings scatter.

entry | mol | KB-V1 MDR tox | KB-3-1 tox | D3 ag
1 | Cc1ccc(S(=O)(=O)Nc2cccc(-c3cn4cccc(C)c4n3)c2)cc1 | 0% | -2% | 7
2 | CN(CC(=O)Nc1cccc(C(F)(F)F)c1)S(=O)(=O)c1ccc2[nH]c3c(c2c1)CCCC3 | 6% | -4% | -7
3 | CCc1nc2nc(C)cc(Nc3ccc(OC)cc3)n2n1 | 19% | -3% | 4
4 | COc1ccccc1C(=O)NCCSc1c(C)[nH]c2ccccc12 | ? | -5% | -5
5 | Cc1ccc(NC(=O)CSc2ccc(-c3cccs3)nn2)cc1Cl | 8% | -12% | -11
6 | COc1ccc(-c2oc3ncn4nc(-c5ccccc5C)nc4c3c2-c2ccc(OC)cc2)cc1 | 14% | 16% | -3
7 | COc1cc(Cl)c(C)cc1NC(=O)CSc1nc2c(c(=O)[nH]1)CCCC2 | 13% | 7% | 12
8 | COc1ccc(Br)c2c1-c1nc(NC(=O)c3ccccc3F)sc1C2 | -18% | 14% | -12
9 | Cc1ccc(CN2COc3c(Cl)cc4c(-c5ccccc5)cc(=O)oc4c3C2)cc1 | 22% | -1% | -4
10 | Cc1ccc(-c2nc3c(cnn3-c3ccccc3)c(=O)n2-c2cccc(Cl)c2)cc1 | -17% | ? | -6
11 | Cc1ccc(-c2nnc(Nc3cccc(Br)c3)c3ccccc23)cc1S(=O)(=O)NCC1CCCO1 (stereo not given) | 0% | 7% | 7
12 | CC1(C)CC(=O)c2cc(-c3nc(-c4ccc(F)cc4)cs3)c(=O)[nH]c2C1 | ? | 2% | -2
13 | CN1CCN(c2oc(-c3ccc(COc4ccc(Cl)cc4)o3)nc2C#N)CC1 | 8% | -18% | -16
14 | Cc1ccc(C)c(NC(=O)C(=O)NCCc2csc(-c3cccc(F)c3)n2)c1 | 16% | 2% | 4
15 | CCN(CC)c1ccc2cc(-c3nnc(-c4cccc(Cl)c4)o3)c(=O)oc2c1 | 5% | -3% | -3
16 | COc1cc(CNC(=O)c2ccc(NC(=O)N3CCCCc4ccccc43)cc2)cc(OC)c1OC | 10% | 2% | 2
17 | Cc1ccccc1NC(=O)Nc1nnc(N(C)Cc2ccccc2)s1 | 0% | 3% | -9
18 | COc1ccc(Cn2c(CCC(=O)Nc3ccc(OC)c(Cl)c3)nc3cccnc32)cc1 | -6% | -1% | -8
19 | CC(CCO)Nc1nc2c(c(=O)n(C)c(=O)n2C)n1Cc1ccc(Br)cc1 (stereo not given) | -18% | -1% | -12
20 | CCCS(=O)(=O)c1nc(S(=O)(=O)c2ccc(C)cc2)c(NC)s1 | -10% | -10% | -11
21 | Cc1cccc(NC(=O)c2sc3nc4c(cc3c2N)CN(Cc2ccccc2)CC4)c1 | 4% | -15% | 10
22 | COc1ccc2c(CNCCc3cccs3)c(C(=O)O)n(Cc3ccccc3C)c2c1 | 5% | 0% | -12
23 | COc1ccccc1CNc1ccc(-c2nc(-c3cccnc3)no2)cc1[N+](=O)[O-] | 23% | 9% | 7
24 | COc1cc2cc(CNc3ccccc3)c(=O)n(CC(=O)Nc3ccccc3)c2cc1OC | ? | -11% | 2
25 | CCOc1ccc(OCC)c(NC(=O)c2cc3ccccn3n2)c1 | -25% | -6% | -12
26 | CCN(CC)S(=O)(=O)c1ccc2c(c1)nc(CN(C)C(=O)Nc1ccc(C)c(F)c1)n2C | 13% | -24% | -30
27 | Cc1cn2c(=O)c(S(=O)(=O)NCc3ccc(F)cc3)c(C)nc2s1 | 15% | 11% | -3
28 | Cc1ccc(-c2cn3c(n2)sc2cc(C(=O)NC4CCCc5ccccc54)ccc23)cc1 (stereo not given) | -17% | -12% | 7
29 | O=C(COc1ccccc1F)Nc1ccc2nc(SCC(=O)N3CCc4ccccc43)sc2c1 | -26% | 1% | 8
30 | CC1CN(C(=O)Nc2ccc(C(=O)NCCc3ccccc3Cl)cc2)c2ccccc2S1 (stereo not given) | -10% | 2% | -9
31 | Cc1ccc(NC(=O)CC2Sc3ccccc3NC2=O)c(C)c1 (stereo not given) | ? | 16µM* | 2
32 | NCCc1nnc(SCc2ccc(Cl)cc2)o1 | ? | 11% | -12
33 | COC(=O)c1c(NC(=O)COc2cc(C)ccc2C(C)C)sc2c1CCC(C)C2 (stereo not given) | 21% | 3% | 5
34 | CS(=O)(=O)CCC(C(=O)Nc1cccc(C(F)(F)F)c1)N1Cc2ccccc2C1=O (stereo not given) | 9% | 1% | -1
35 | COc1ccc2c(Sc3ccc(Cl)cc3)c(C(=O)N3CCCCC3)[nH]c2c1 | -6% | -5% | -11
36 | CCC(=O)N1CCc2cc(S(=O)(=O)NC(C(=O)NCc3ccc(OC)cc3)C(C)C)ccc21 (stereo not given) | -7% | 9% | -15
37 | Cc1ccc(C)c(NC(=O)Cn2c(=O)n(Cc3cccs3)c(=O)c3cccnc32)c1 | 10% | 6% | -4
38 | Cc1ccccc1CS(=O)(=O)Cc1ccc(C(=O)NCCc2ccc(Cl)cc2)o1 | -12% | -32% | 2
39 | CCc1ccc(C2c3c(-c4ccccc4O)n[nH]c3C(=O)N2Cc2cccnc2)cc1 (stereo not given) | ? | -6% | -21
40 | CCCCOC(=O)c1ccc(NC(=O)c2csnn2)cc1 | -1% | 12% | 8
41 | Nc1c(-c2nc(-c3ccc4c(c3)OCO4)cs2)c2ccccn2c1C(=O)c1ccc(Cl)cc1 | 7% | 3% | -3
42 | COCCCNC(=O)c1ccc(C)c(-n2c(C)nc3cccnc32)c1 | 10% | 3% | 0
43 | CCc1nc2nc(C)cc(Nc3cc(Cl)ccc3OC)n2n1 | -3% | -1% | 0
44 | CCOc1ccc(-n2nc3ccc(NC(=O)COc4ccc(OC)cc4)cc3n2)cc1 | ? | 12% | 2
45 | Cc1ccccc1-c1noc(-c2ccc(N3CCCC3)c([N+](=O)[O-])c2)n1 | 22% | 2% | -3
46 | CCOc1ccccc1CNC(=O)c1cccn1-c1nnc(N2CCCCC2)s1 | ? | 4% | -13
47 | Cc1nn(C)c2c1c(-c1ccccc1)cc(=O)n2C(C)C(=O)NCc1ccc(F)cc1 (stereo not given) | 0% | -2% | -11
48 | CCOc1ccc(CNC(=O)c2ccc3nc(CC)c(CC)nc3c2)cc1OC | 7% | -10% | 4
49 | O=C(Cn1c(=O)oc2cc(S(=O)(=O)NCc3ccccc3)ccc21)Nc1cccc(F)c1 | 0% | 0% | -1
50 | O=C(CSc1nc2c(c(=O)[nH]1)CN(Cc1ccc(F)cc1)CC2)Nc1cccc(C(F)(F)F)c1 | 1% | -2% | 4

Additional structures.
entry | mol | KB-V1 MDR tox | KB-3-1 tox | D3 ag
51 | CCS(=O)(=O)c1ncc(N(Cc2ccc(F)cc2)Cc2ccco2)c(C(=O)Nc2cc(C)ccc2C)n1 | 4% | 6% | 0
52 | NC(=O)C1CCN(c2ncnc3c2cnn3-c2cccc(Cl)c2)CC1 | 5% | -7% | 2
53 | CCOc1ccc(Cl)cc1CNCCCSc1nnnn1C | 4% | 8% | -14
54 | Cc1cc2oc(C(=O)Nc3ccc(S(=O)(=O)N4CCCCCC4)cc3)cc(=O)c2cc1C | ? | 1% | 4
55 | Cc1ccc2c(c1)C(c1ccccc1)N(C(=O)c1ccc(S(=O)(=O)N3CCCCC3)cc1)CC(=O)N2 (stereo not given) | -8% | ? | -4
56 | COc1ccc(C)cc1-n1c(-c2ccc(C)cc2)cc2c1CC(C)(C)CC2=O | -4% | -8% | -12
57 | Cc1ccc(C)c(S(=O)(=O)c2nnn3c2nc(N2CCCCC2)c2sccc23)c1 | ? | -1% | 11
58 | CCN(C(=O)c1cc2c(s1)-c1ccccc1OC2)c1cc(Cl)ccc1OC | -11% | -13% | -16
59 | Cc1ccc(-n2ncc3c(NCCc4ccccc4)ncnc32)cc1C | -4% | 4% | -1
60 | CCOC(=O)c1c(C)[nH]c(C)c1S(=O)(=O)NCC(=O)Nc1cc(Cl)ccc1OC | 1% | -6% | -12
61 | CCc1cccc(C)c1NC(=O)c1cc2ccccc2o1 | -29% | -6% | -12
62 | CCn1c2c(c(=O)n3ncc(C(=O)Nc4ccc(F)cc4Cl)c13)CN(Cc1ccc(OC)cc1)CC2 | 1% | 2% | -16
63 | O=C(Cn1c(-c2cccs2)cc2ccccc21)N1CCN(c2ccccc2F)CC1 | -21% | -25% | -3
64 | CCc1ccccc1NC(=O)Cn1c(=O)n(Cc2ccccc2)c(=O)c2c(C)c(C(=O)N(C)C)sc21 | 11% | -6% | 9
65 | Cn1c(=O)c(=O)n(C)c2cc(N3CCCC3)c(NC(=O)c3ccc(C(C)(C)C)cc3)cc21 | -3% | 0% | 1
66 | CCSc1ncc(Cl)c(C(=O)N(Cc2ccccc2Cl)C2CCS(=O)(=O)C2)n1 (stereo not given) | -2% | -4% | -19
67 | O=C(CSc1nc(-c2cccs2)nc2cc(=O)[nH]n12)Nc1ccccc1F | 7% | 0% | 2
68 | O=c1c(S(=O)(=O)c2ccccc2)cn(Cc2ccccc2)c2cc(N3CCCC3)c(F)cc12 | 3% | 0% | -6
69 | Cc1ccc(CCNC(=O)NCc2noc3ccc(C)cc23)cc1 | 1% | 6% | 6
70 | CCOc1ccc(-c2c(C)nn3c(C)c(C(=O)NCc4ccc(C)o4)cnc23)cc1OCC | 18% | 7% | 3
71 | CCOc1ccccc1NC(=O)Nc1nnc(N(C)Cc2ccccc2)s1 | ? | -3% | -10
72 | COc1ccc(-c2[nH]c3ccccc3c2SCCNC(=O)c2ccc(S(=O)(=O)N(C)C)cc2)cc1 | -1% | ? | 2
73 | COc1ccc(NC(c2nnc(-c3ccccc3)o2)c2ccccc2F)cc1Cl (stereo not given) | -32% | 0% | -5
74 | COc1ccc(C)cc1NS(=O)(=O)c1cc2c3c(c1)CC(=O)N3CCC2 | -1% | 6% | -2
75 | CCOC(=O)c1ccc(NC(=O)Cc2noc3ccc(C)cc23)cc1 | -3% | 13% | 1
76 | CCCC(=O)Nc1c(C(=O)N2CCN(c3ccccc3)CC2)oc2ccccc12 | -1% | 5% | -2
77 | CCOC(=O)c1ccccc1NC(=O)n1ncc2cc(Cl)ccc21 | ? | 2% | 6
78 | CN(C)CCNC(=O)C(=O)NCC(c1cccnc1)N1CCN(c2ccccc2)CC1 (stereo not given) | 9% | 5% | 5
79 | Clc1cccc(-n2ncc3c(NCCCN4CCOCC4)ncnc32)c1 | 4% | -1% | -18
80 | Cc1cc(C)n(C(C)CC(=O)NCc2ccc(Cl)cc2)n1 (stereo not given) | 9% | 1% | -3
81 | CCS(=O)(=O)N1CCc2cc(C(=O)Nc3cccc(NC(C)=O)c3)ccc21 | 5% | -1% | 8
82 | CCOC(=O)c1c(C)[nH]c(C)c1S(=O)(=O)NCC(=O)NCc1cccc(C)c1 | 26% | -9% | -23
83 | COc1ccc(NC(=O)CSc2oc(-c3cccs3)nc2S(=O)(=O)c2ccc(Br)cc2)c(OC)c1 | -6% | 3% | 0
84 | COc1ccc(OC)c(-c2cc(C(=O)Nc3c(C)nn(Cc4ccc(C)cc4)c3C)no2)c1 | 3% | 3% | 35*
85 | COc1ccc(NC(=O)C2CCN(c3nc4ccccc4nc3C(F)(F)F)CC2)cc1 | -15% | 10% | 2
86 | Cc1ccc2nc(Cl)c3cc(C(=O)N4CCCCC4)sc3c2c1 | 2% | 0% | 5
87 | CCc1ccc(C(=O)c2cnc3ccc(F)cc3c2S(=O)(=O)c2ccccc2)cc1 | 1% | -6% | -2
88 | CCn1cc(C(=O)N2CCN(c3cc(Cl)ccc3C)CC2)c(=O)c2cc(S(=O)(=O)N3CCCC3)ccc21 | -2% | ? | -13

This is a subset; count on the stated rates, not on these rows.
